GAA spleen mod: qHTS Assay for Inhibitors and Activators of Human alpha-Glucosidase From Spleen Homogenate | Potency, µM (titrated, usually from 79.9 µM), for inactives: at the highest dose activity change, negative = inhibition, actives largely listed as inhibitors | human spleen homogenate, 4-MU-alpha-glucoside fluorescence | 240,000 tested, 0.006% active;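 further: 0% = enzyme with vehicle and -100% = no enzyme basal signal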
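AC50 values come from Hill-equation fits of concentration-response data, normalized to no-enzyme and full-activity controls. Enzyme source: 1 ug human spleen homogenate; 1 mM fluorogenic 4-MU glucoside, pH 5.0 citrate buffer, 37 C, 40 min.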
HttQ103 aggreg: qHTS Multiplex Assay to Identify Dual Action Probes in a Cell Model of Huntington: Aggregate Formation (GFP) | PC12 HttQ103-GFP aggregates, Acumen cytometry, 40 h | Potency, µM (titrated, usually from 46.1 µM), inactives show at the top dose activity change, negative = inhibition, most hits filed as inhibitors | 220,000 tested, 1.1% active | AID 1688, 2009; further: on the % scale 0 is the no-effect control and ±100 the full control effect; nearly all actives have a fitted effect of over 60% in size
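PC12 cells stably carrying ecdysone-inducible HTT exon 1 Q103–GFP were induced with tebufenozide (100 nM final) and treated with library compounds in titration. GFP aggregates in lysates were counted by laser scanning cytometry.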
HTT ATP protect: qHTS Multiplex Assay to Identify Dual Action Probes in a Cell Model of Huntington: Cytoprotection (ATP) | PC12 HTT-Q103 induced, cytoprotection, ATP luminescence, 40 h | Potency, µM (series often up to 56.4 µM), for the others: cytoprotection (ATP increase), usual class: activators | 230,000 tested, 0.14% active;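 further: % of control where 0% means no effect; nearly all actives have a fitted effect of over 45% in size; toxic huntingtin expression switched on by the ecdysone agonist tebufenozide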
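PC12 cells with ecdysone-inducible HTT exon 1 Q103-GFP, induced with 100 nM tebufenozide and co-treated with library compounds in a dose series (1536-well, 1500 cells/well). Cytoprotection read as ATP content by ATPlite luminescence.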
GoLoco inh red: qHTS Assay for Inhibitors of RGS12 GoLoco Motif Activity (Red Fluorophore). Guanine nucleotide-binding protein G(i) subunit alpha-1 (Homo sapiens), P63096. Gai1:RGS12 GoLoco peptide FP, rhodamine, 10 min. Potency, µM (titrated, usually from 61.6 µM), without a hit: top-dose activity, negative = inhibition, actives largely listed as inhibitors. 230,000 tested, 0.44% active; active means well fitted inhibition curve with a large enough effect, not every such curve was filed as active; inactive means no such curve, though single readings can be large or run the other way; further: on the % scale 0 is the no-effect control and ±100 the full control effect; nearly all actives have a fitted effect of over 30% in size; many of its hits are not listed in these tables
Target sequence (P63096 whole entry, looked up): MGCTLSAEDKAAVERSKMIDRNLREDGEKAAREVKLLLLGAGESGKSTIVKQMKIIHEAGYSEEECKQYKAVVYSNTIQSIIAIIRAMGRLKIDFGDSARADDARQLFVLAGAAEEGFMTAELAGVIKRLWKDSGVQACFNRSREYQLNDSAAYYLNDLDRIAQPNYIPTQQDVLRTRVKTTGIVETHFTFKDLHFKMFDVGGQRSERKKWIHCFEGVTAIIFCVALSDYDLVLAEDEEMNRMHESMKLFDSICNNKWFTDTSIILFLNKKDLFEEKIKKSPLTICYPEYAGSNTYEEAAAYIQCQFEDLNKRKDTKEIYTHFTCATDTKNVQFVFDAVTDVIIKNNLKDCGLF
GAA inhib: qHTS Assay for Inhibitors of Human alpha-Glucosidase as a Potential Chaperone Treatment of Pompe Disease; Lysosomal alpha-glucosidase (Homo sapiens), P10253; purified human GAA, 4-MU-alpha-glucoside fluorescence; Potency, µM (series often up to 76.9 µM), inactives show at the top dose activity change, negative = inhibition, usual class: inhibitors; 200,000 tested, 0.005% active;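 further: plate controls were uninhibited enzyme wells for no effect and no-enzyme background for full effect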
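Human alpha-glucosidase, 4 nM, pre-mixed with test compounds before 400 uM 4-methylumbelliferyl substrate; 20 min room temperature at pH 5.0. Fluorescence read after pH 10 stop; AC50 values from Hill-equation fits.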
GAA glycogen mod: qHTS Assay for Inhibitors and Activators of Human alpha-Glucosidase Cleavage of Glycogen; Potency, µM (highest dose often 76.4 µM), for inactives: at the top dose activity change, negative = inhibition, actives largely listed as inhibitors; 300,000 tested, 0.38% active; Lysosomal alpha-glucosidase (Homo sapiens), P10253; AID 2100, 2009; recombinant GAA, glycogen substrate, Amplex Red glucose oxidase fluorescence;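 further: 0% = full enzyme reaction and -100% = no-enzyme basal signal; the screen sought inhibitors and activators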
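Recombinant enzyme (4 nM final) with compounds titrated up to 77 uM and bovine liver glycogen (30 ug) in citrate pH 5.0, 0.01% Tween-20, 37 C 40 min. Released glucose detected by Amplex Red/glucose oxidase (Ex 573/Em 610); AC50 from Hill fits.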
IMPase Li cell: qHTS Assay for Identifying the Cell-Membrane Permeable IMPase Inhibitors: Potentiation with Lithium. Potency, µM (top dose mostly 59.4 µM), for inactives: at the highest dose activity, negative = IMPase inhibition, hits mostly inhibitors. CHO-M1 cells, IP1 TR-FRET (IP-One), carbachol + lithium. AID 1457, 2008. 210,000 tested, 0.35% active;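 further: IP1 builds up when IMPase is blocked and the TR-FRET signal falls; plate controls were basal vehicle for no effect and high inhibitor control for full effect; nearly all actives have a fitted effect of over 50% in size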
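Readout is a homogeneous TR-FRET IP1 immunoassay (Ex 320, Em 665 and 620), where raised cytosolic IP1 lowers signal. Cells were CHO-M1 treated 30 min at 37C with test compounds plus a little lithium; AC50 values came from Hill-equation fitting.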
Numbers without * were called inactive; u = inconclusive; x = no result given; & = joins results of further samples; [ ] = remark or other dose. Unless noted, the call rests on the fitted dose curve; in most records, active means well fitted curve in the direction sought with a large enough effect; inconclusive means small, poorly fitted or top-dose-only effect, or another doubt; inactive means no such curve, though single readings can be large; an effect the other way counts as inactive or inconclusive. Potency means the concentration at half of the fitted maximal effect. The list is partial; rates above refer to the full screens.

cpd	smiles	GAA spleen mod	HttQ103 aggreg	HTT ATP protect	GoLoco inh red
1	CCCCNC(=S)Nc1cc([N+](=O)[O-])ccc1C	-0.9%	17.6%	3.5%[10 µM]	3.0%
2	CC(NC(=O)c1ccc(F)cc1)c1ccccc1 (configuration not stated)	2.1%	15.6%	-22.8%	-0.4%
3	Cc1c(C(=O)NCc2ccc3c(c2)OCO3)oc2ccc(S(=O)(=O)N3CCCC3)cc12	-11.1%	u	-33.3%	1.4%
4	O=C(c1cc(COc2ccc3ncccc3c2)on1)N1CCCCCC1	2.7%	x	x	4.2%
5	COc1cc(NC(=O)c2ccc(OC)c([N+](=O)[O-])c2)ccc1NC(=O)c1cccs1	-2.2%	-3.2%	x	1.7%
6	CCC(=O)Oc1ccc(C(=O)Nc2cccc(C(=O)NC(C)(C)C)c2)cc1	3.6%	-11.5%	x	-6.3%
7	COc1ccccc1OCC(=O)NNC(=S)NC(=O)c1ccco1	-1.6%	u	14.7%	5.0%
8	O=C1CC(N2CCC(O)(c3ccc(Cl)cc3)CC2)C(=O)N1 (configuration not stated)	-5.8%	-24.9%	-0.1%	3.1%
9	O=C(CC1NCCNC1=O)Nc1ccc(Oc2ccccc2)cc1 (configuration not stated)	-2.5%	29.5%	-29.0%[0.074 µM]	9.7%
10	C[C@@]12C=Cc3occc3C1CC[C@@]13C[C@@H](CCC12)[C@@](O)(CO)C3 (some centres not stated)	-3.8%	x	-69.6%[inhibitor]	0.7%

cpd	GAA inhib	GAA glycogen mod	IMPase Li cell
1	-2.6%	-6.1%	-2.0%
2	-9.6%	7.3%	-3.0%[38.3 µM]
3	-10.9%	-5.8%	15.4%[38.3 µM]
4	10.2%	6.9%	14.3%
5	4.8%	-1.2%	-6.4%
6	-3.2%	-9.6%	4.0%
7	3.4%	-22.2%	21.6%[38.3 µM]
8	-3.4%	-10.6%	23.8%[38.3 µM]
9	3.4%	-3.0%	12.5%[38.3 µM]
10	x	x	16.0%

The list goes on:
cpd	smiles	GAA spleen mod	HttQ103 aggreg	HTT ATP protect	GoLoco inh red
11	O=C(Oc1ccc(Nc2ncnc3ccccc23)cc1)c1cccnc1	2.5%	-7.7%	-43.8%	10.0%
12	COc1cccc(NC(=O)C(Cc2ccccc2)n2cccc2)c1 (configuration not stated)	4.9%	-7.2%[9.22 µM]	-17.3%[10 µM]	4.0%
13	COc1cc(N)c(Cl)cc1NC(=O)c1ccccc1	5.4%	5.4%	-18.4%	3.8%
14	Cc1nc2c(cnn2-c2ccccc2Cl)c(=O)n1-c1ccc(C(C)C)cc1	-6.5%	-33.1%	-28.5%	2.0%
15	COCCn1c(Cc2ccccc2)nnc1SCC(=O)NC(C)(C)C	-2.2%	7.7%	-0.5%	-0.9%
16	CCN1CCN(CCOc2ccccc2-c2ccccc2)CC1	4.8%	x	x	-0.9%
17	CCOC(=O)c1sc(NC(=O)COC(=O)c2ccco2)nc1C	-1.7%	-22.5%	-16.3%	-8.4%
18	Cc1ccc(-n2c(SCc3ccc(C(=O)O)cc3)nnc2-c2ccncc2)cc1	-2.0%	-8.2%[9.22 µM]	3.9%[10 µM]	5.5%
19	Cc1ccc(-c2nn(-c3ccccc3)cc2C(=O)NN2CCN(C)CC2)cc1	-17.9%	-1.2%	-31.5%[inhibitor]	-3.3%
20	COC(=O)CN(C(=S)Nc1ccc(F)cc1)C1CC(=O)N(c2ccc(OC)cc2)C1=O (configuration not stated)	-7.7%	5.5%	43.0%[10 µM]	-10.9%

cpd	GAA inhib	GAA glycogen mod	IMPase Li cell
11	3.0%	-11.6%	1.6%
12	x	-5.0%	x
13	-4.4%	-2.5%	4.0%[38.3 µM]
14	-3.7%	14.4%[76.3 µM]	31.0%[38.3 µM]
15	-7.3%	1.6%	0.7%[38.3 µM]
16	11.4%	3.3%	13.9%
17	-4.0%	1.7%	-3.2%[38.3 µM]
18	x	2.8%	x
19	-1.4%	4.3%	2.8%
20	-4.1%	-14.2%	9.4%[38.3 µM]

In another format: four of the compounds above
entry	SMILES	GAA spleen mod	HttQ103 aggreg	HTT ATP protect	GoLoco inh red	GAA inhib	GAA glycogen mod	IMPase Li cell
13	COc1cc(N)c(Cl)cc1NC(=O)c1ccccc1	5.4%	5.4%	-18.4%	3.8%	-4.4%	-2.5%	4.0%[38.3 µM]
14	Cc1nc2c(cnn2-c2ccccc2Cl)c(=O)n1-c1ccc(C(C)C)cc1	-6.5%	-33.1%	-28.5%	2.0%	-3.7%	14.4%[76.3 µM]	31.0%[38.3 µM]
15	COCCn1c(Cc2ccccc2)nnc1SCC(=O)NC(C)(C)C	-2.2%	7.7%	-0.5%	-0.9%	-7.3%	1.6%	0.7%[38.3 µM]
16	CCN1CCN(CCOc2ccccc2-c2ccccc2)CC1	4.8%	x	x	-0.9%	11.4%	3.3%	13.9%

(listing goes on)
cpd	smiles	GAA spleen mod	HttQ103 aggreg	HTT ATP protect	GoLoco inh red
21	CCOc1cc(CNCC(O)c2ccccc2)cc(Cl)c1OC (configuration not stated)	-23.5%	-9.9%	-34.2%	10.3%
22	COCCNC(=O)C(=O)N/N=C(\C)CC(=O)Nc1cccc(C(F)(F)F)c1	-3.2%	19.5%[9.22 µM]	20.5%[10 µM]	-9.4%
23	Cc1nc(/C(N)=N/OC(=O)c2c(-c3ccccc3Cl)noc2C)cs1	-2.5%	22.6%[9.22 µM]	6.5%[10 µM]	6.5%
24	CCC1CCc2c(sc(NC(=O)CSc3nc(-c4ccco4)cc(C(F)(F)F)n3)c2C#N)C1 (configuration not stated)	5.2%	1.6%	-29.7%	11.8%
25	NCc1ccc(S(N)(=O)=O)cc1	2.2%	-16.4%	u	-7.8%
26	O=C(c1ccc(OC2CCN(CCc3ccccc3)CC2)cc1)N1CCCC(CO)C1 (configuration not stated)	-8.9%	1.1%[9.22 µM]	-11.3%[10 µM]	-16.3%
27	Cc1ccc(N(C(C)C(=O)Nc2ccccc2C(=O)N2CCOCC2)S(C)(=O)=O)cc1C (configuration not stated)	-9.8%	16.5%	21.1%	3.6%
28	COc1ccc(C(C)C)cc1S(=O)(=O)N1CCN(C)CC1	-4.6%	13.3%[9.22 µM]	12.2%	-2.5%
29	COc1ccccc1NC(=O)C1CCCN(S(=O)(=O)c2cccc3nsnc23)C1 (configuration not stated)	3.0%	-10.8%	-0.3%[10 µM]	-3.4%
30	CCc1cccc(CC)c1NC(=O)CSc1nc2ccc(N3C(=O)C4C(C3=O)[C@H]3C=C[C@@H]4C3)cc2s1 (some centres not stated)	-4.1%	-7.4%	-5.7%[10 µM]	2µM*

cpd	GAA inhib	GAA glycogen mod	IMPase Li cell
21	3.2%	-7.5%	-1.0%
22	x	-2.2%	x
23	x	4.0%	x
24	-7.6%	10.6%	22.2%[38.3 µM]
25	-0.5%[15.4 µM]	1.8%	-2.0%&5.4%&-0.4%
26	x	-9.4%	17.6%
27	-3.2%	1.3%	-9.0%[38.3 µM]
28	1.8%	4.2%	26.6%[38.3 µM]
29	-4.3%	-1.3%	-7.9%[38.3 µM]
30	-15.4%	-2.9%	-1.0%

Further results
cpd	smiles	GAA spleen mod	HttQ103 aggreg	HTT ATP protect	GoLoco inh red
31	COc1ccc(CCNC(=O)c2cccnc2)cc1OC	-23.5%	7.5%	-12.2%	2.4%
32	CCc1ccc(NC(=O)C2C3/C=C\CCCCC32)cc1 (configuration not stated)	-10.4%	-20.4%	x	2.3%
33	Cc1cc(C(=O)OCC(=O)c2cccs2)c2ccccc2n1	-23.0%	-0.6%[9.22 µM]	-5.7%[10 µM]	8.8%
34	CN1CCc2c(sc3c2c(=O)n(-c2ccccc2)c2nncn32)C1	-9.1%	11.8%	-4.8%	0.3%
35	COc1ccc(-c2cc(=O)c3ccccc3[nH]2)cc1	5.6%[119 µM]	-15.7%	x	0.1%[88.7 µM]
36	Clc1ccc2nc(-c3ccccc3)[nH]c2c1	15.2%	x	-17.2%[1.9 µM]	3.8%
37	Cc1ccc(C(=O)Cn2c(C(=O)/C=C/c3ccccc3)nc3ccccc32)cc1	-1.8%	11.2µM*	-57.3%[inhibitor]	4.2%
38	N=C1SC(c2ccccc2)C(=O)N1c1ncc(Cc2ccccc2Cl)s1 (configuration not stated)	-1.9%	-21.2%	-20.1%[1.9 µM]	-5.1%
39	COc1ccc(NC(=O)C2CCN(C(=O)c3cccs3)CC2)c(OC)c1	0.9%	5.2%	0.0%	-3.9%
40	COc1ccccc1NC(=O)c1cnc2c(-c3ccccc3)c(C)nn2c1C	-1.7%	-8.8%[9.22 µM]	-4.2%[10 µM]	17.0%

cpd	GAA inhib	GAA glycogen mod	IMPase Li cell
31	-3.3%	7.6%	4.4%[38.3 µM]
32	3.5%	13.0%	-0.2%
33	8.7%	10.0%	7.3%
34	1.0%	u	-4.0%[38.3 µM]
35	2.4%	9.4%	8.0%&-0.9%
36	x	x	24.2%
37	-6.4%	11.1%	6.0%[38.3 µM]
38	-29.6%	6.5%	3.6%
39	-2.2%	2.1%	-25.9%[38.3 µM]
40	-13.9%	-20.3%	18.7%

(further entries)
cpd	smiles	GAA spleen mod	HttQ103 aggreg	HTT ATP protect	GoLoco inh red
41	O=C(c1cccnc1)N1CCN(c2ccccc2Cl)CC1	-1.3%	-20.8%[9.22 µM]	-8.4%[10 µM]	3.2%
42	Cc1cc(C)c(NC(=O)C(C)Sc2nnc(-c3ccco3)n2-c2ccccc2)c(C)c1 (configuration not stated)	-12.7%	-14.5%	u	4.4%
43	Cn1c(=O)c2[nH]c(COCc3nc4c([nH]3)c(=O)n(C)c(=O)n4C)nc2n(C)c1=O	x	x	-4.9%[10 µM]	1.8%[14.2 µM]
44	Cc1cc(-n2c(C)cc(C(=O)CSc3nnnn3-c3ccc(Cl)cc3)c2C)no1	-2.7%	u	9.4%[10 µM]	8.9%

cpd	GAA inhib	GAA glycogen mod	IMPase Li cell
41	x	3.5%	x
42	-14.5%	6.9%	11.0%[38.3 µM]
43	x	x	-6.8%
44	2.2%	1.5%	11.5%
